Vif-A3G inh – inhibitors of Vif-APOBEC3G interaction; Q9HC16; 0.076% of 410,000 active; HeLa A3G-eYFP + Vif (tagged APOBEC3G with the HIV-1 protein that degrades it), YFP fluorescence, overnight; Potency, µM (highest dose often 46.1 µM), for the others: at the top dose activity, negative = active, most hits filed as inhibitors;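 also: potency is read from the fitted curve at half-maximal effect; % is scaled to controls: 0 for no effect and ±100 for the full control effect; nearly all actives have a fitted effect of over 60% in size; hits raise eYFP signal because A3G escapes Vif-driven loss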
Target sequence (Q9HC16 whole entry, looked up): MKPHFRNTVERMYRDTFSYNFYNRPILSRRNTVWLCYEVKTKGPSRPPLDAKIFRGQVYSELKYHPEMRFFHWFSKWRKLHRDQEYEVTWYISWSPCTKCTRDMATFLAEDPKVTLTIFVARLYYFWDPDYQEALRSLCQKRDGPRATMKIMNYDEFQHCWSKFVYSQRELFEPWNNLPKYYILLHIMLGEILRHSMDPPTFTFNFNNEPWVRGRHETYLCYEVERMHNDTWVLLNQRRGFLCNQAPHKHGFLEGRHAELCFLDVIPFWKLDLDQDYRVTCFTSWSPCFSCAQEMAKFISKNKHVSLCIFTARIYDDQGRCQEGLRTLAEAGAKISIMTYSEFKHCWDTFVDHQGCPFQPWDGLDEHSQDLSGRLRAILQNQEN
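Read-out is eYFP fluorescence (Ex 488/Em 500-530) from Vif-expressing HeLa A3G-eYFP cells; more signal means A3G escaped Vif-mediated degradation. Cells plated overnight, compound pinned in, incubated overnight at 37 deg C.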
TrxR1 substrate – rat thioredoxin reductase 1 substrate activity; O89049; purified TrxR1 substrate turnover, NADPH consumption readout; Potency, µM (titrated, usually from 114 µM), for inactives: at the highest dose activity change, negative = substrate turnover; 0.01% of 390,000 active; AID 588456; also: potency is read from the fitted curve at half-maximal effect; % is scaled to controls: 0 for no effect and ±100 for the full control effect; nearly all actives have a fitted effect of over 50% in size
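Rat TrxR1, dispensed at 90 nM, was prereduced with 400 uM NADPH (final) for 5 min at ~22 deg C, then incubated with compound 15 min before 400 uM selenite. A first-read NADPH fluorescence drop versus no-compound background flagged substrates.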
mIDH1 inhibitor – human IDH1 R132H inhibition. Potency, µM (top dose mostly 76.6 µM), for inactives: top-dose activity change, negative = inhibition, hits mostly inhibitors. O75874. IDH1-R132H enzyme, NADPH consumption, diaphorase/resazurin fluorescence. AID 602179. 0.093% of 390,000 active; also: potency is read from the fitted curve at half-maximal effect; % is scaled to controls: 0 for no effect and ±100 for the full control effect; nearly all actives have a fitted effect of over 65% in size
Target sequence (O75874 whole entry R132H, stated change not applied): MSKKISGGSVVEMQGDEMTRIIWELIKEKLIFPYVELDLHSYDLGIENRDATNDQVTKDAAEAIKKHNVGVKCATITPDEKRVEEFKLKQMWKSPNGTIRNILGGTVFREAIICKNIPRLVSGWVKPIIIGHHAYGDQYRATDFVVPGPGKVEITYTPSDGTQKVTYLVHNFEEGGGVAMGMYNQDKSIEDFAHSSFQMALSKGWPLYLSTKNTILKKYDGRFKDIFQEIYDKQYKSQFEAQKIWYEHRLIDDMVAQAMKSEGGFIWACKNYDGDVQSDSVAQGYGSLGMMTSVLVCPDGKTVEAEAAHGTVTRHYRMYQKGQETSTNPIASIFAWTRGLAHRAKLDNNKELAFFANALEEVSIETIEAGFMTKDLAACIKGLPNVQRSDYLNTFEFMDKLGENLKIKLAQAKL
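IDH1-R132H (0.5 ug/mL dispensed) in pH 7.5 Tris buffer was preincubated 30 min with compound, then given a substrate mix of 0.016 mM NADPH and 2 mM alpha-KG for 80 min at room temperature; remaining NADPH was read by diaphorase/resazurin fluorescence.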
Vif-A3F inh – blocks the Vif interaction with APOBEC3F | HeLa A3F-eYFP + Vif (tagged APOBEC3F with the HIV-1 protein that degrades it), YFP fluorescence increase | Potency, µM (highest dose often 46.1 µM), without a hit: at the highest dose activity, negative = active | AID 602313 | 0.2% of 390,000 active; also: potency is read from the fitted curve at half-maximal effect; % of control where 0% means no effect; nearly all actives have a fitted effect of over 65% in size
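HeLa cells stably expressing A3F-eYFP plus Vif, plated and incubated overnight at 37 deg C, then exposed to compounds overnight at 37 deg C. Blocked degradation read as raised yellow fluorescence (Ex 488/Em 500-530).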
GRP78 ERSR act – induces the endoplasmic reticulum stress response in human glioma cells; Potency, µM, for the others: top-dose activation, most hits filed as activators; 0.02% of 420,000 active; U87-MG GRP78 promoter luciferase reporter, 16 h; AID 602332; also: potency is read from the fitted curve at half-maximal effect; series mostly up to about 76 µM; % of control where 0% means no effect; nearly all actives have a fitted effect of over 35% in size
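Stably transfected U87-MG glioma cells carrying a GRP78-based luciferase sensor; 16 h compound incubation. Luminescence end-point read 10 min after Bright-Glo addition at room temperature.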
rTrxR1 inhibitor – rat TrxR1 inhibition. recombinant rTrxR1, NADPH fluorescence consumption, selenite substrate. O89049. 1% of 390,000 active. AID 588453. Potency, µM (series often up to 114 µM), for inactives: at the top dose activity change, negative = inhibition, actives largely listed as inhibitors; also: potency is read from the fitted curve at half-maximal effect; % is scaled to controls: 0 for no effect and ±100 for the full control effect; nearly all actives have a fitted effect of over 65% in size
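Rat TrxR1 (90 nM in the dispensed reagent) was pre-reduced with 400 uM NADPH for 5 min at room temperature, then incubated with compound for 15 min. After 400 uM selenite was added, NADPH fluorescence (Ex 340/Em 450 nm) was followed for 8 min.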
LDHA inh – LDHA (human) enzyme inhibition; P00338; activity change, % (values are at about 110 or 230 µM); 0.15% of 480,000 active; purified LDHA, NADH/diaphorase-resazurin fluorescence; hits give low values; in the data active = activity change below about -30%; inconclusive = mostly about -25% to -30%;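 also: plate controls were DMSO wells for no effect and wells without enzyme for full effect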
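Enzyme activity of human lactate dehydrogenase 5 (2 nM; 0.06 mM NADH, 0.2 mM pyruvate, 5 min, RT) is measured via a resazurin/diaphorase fluorescence readout of residual NADH.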
USP1 inh – USP1/UAF1 (human) deubiquitinase inhibition | O94782 | recombinant USP1/UAF1, Ub-Rhodamine cleavage fluorescence | Potency, µM (top dose mostly 57.1 µM), without a hit: top-dose activity change, negative = inhibition, most hits filed as inhibitors | 0.23% of 390,000 active; also: potency is read from the fitted curve at half-maximal effect; % is scaled to controls: 0 for no effect and ±100 for the full control effect; nearly all actives have a fitted effect of over 60% in size; inactives centre near -12
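USP1/UAF1 complex (1 nM) preincubated 15 min at room temperature with compound, then Ub-Rho substrate (150 nM final) added. Kinetic fluorescence at 480/540 nm over 6 reads at 60 s intervals; 50 mM HEPES pH 7.8, 0.5 mM EDTA, 0.1 mg/ml BSA, 1 mM TCEP, 0.01% Tween-20.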
RGS4 inh – blocks human RGS4-accelerated GTP hydrolysis. Potency, µM (top dose mostly 114 µM), for inactives: top-dose activity change, negative = inhibition, most hits filed as inhibitors. P49798. AID 504845. 0.039% of 390,000 active. Transcreener GDP fluorescence polarization, RGS4-accelerated GTP hydrolysis; also: potency is read from the fitted curve at half-maximal effect; % is scaled to controls: 0 for no effect and ±100 for the full control effect; nearly all actives have a fitted effect of over 75% in size; some results filed as inactive show a strong effect at the top dose
Target sequence (P49798 whole entry, looked up): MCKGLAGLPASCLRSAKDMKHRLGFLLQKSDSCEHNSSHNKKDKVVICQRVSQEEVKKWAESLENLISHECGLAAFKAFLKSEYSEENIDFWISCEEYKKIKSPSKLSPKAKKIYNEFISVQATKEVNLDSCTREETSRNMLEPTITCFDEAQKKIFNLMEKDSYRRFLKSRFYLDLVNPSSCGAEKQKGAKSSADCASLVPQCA
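MLSMR compounds (23 nl, pin-transferred) preincubated 10 min at room temperature with a 500nM (2x) first reagent, then RGS4 at 900nM (2x) plus Transcreener GDP mix added; fluorescence polarization (620/688 nm) read before and after 90 min at 30 °C.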
The depositor's hits bear a star; u = inconclusive; x = not tested or not shown; & = joins results of further samples; [ ] = dose if it differs, or a comment. Unless noted, calls follow the shape of the dose curve; as a rule, active = well fitted curve in the direction sought with a large enough effect; inconclusive = small, poorly fitted or top-dose-only effect, or another doubt; inactive = no such curve, though single readings can be large; an effect the other way counts as inactive or inconclusive. An excerpt, so the mix of outcomes need not match the whole.

Molecule	Vif-A3G inh	TrxR1 substrate	mIDH1 inhibitor	Vif-A3F inh	GRP78 ERSR act	rTrxR1 inhibitor	LDHA inh	USP1 inh	RGS4 inh
CC12CC(c3ccccc3O1)C(C(=O)OCc1ccccc1)C(=O)N2 (stereo unspecified)	0.3%	-3.7%	2.7%	-2.4%	-4.8%	6.4%	-10.2	-5.3%	-5.2%[56.9 µM]
Cc1ccc(CS(=O)(=O)CCC(=O)N2CCC3(CC2)OCCO3)cc1	-5.8%	-0.8%	2.0%	-0.2%	-0.4%	13.6%	0.6	-11.6%	-15.6%
O=C1NC(=O)N(c2ccc3c(c2)OCO3)C(=O)/C1=C/c1ccc(N2CCCC2)o1	u	u	3.6%	u	-2.6%	u	0.4	u	-40.8%
Cc1ccc2c(c1)cc1c(=O)n(CC(=O)N3CCC4(CC3)OCCO4)nc(C)n12	-0.2%	17.0%	2.5%	4.0%	1.8%	18.0%	0.5	-17.2%	-8.1%
CCn1nc(-c2cccs2)nc2c(=O)n(C)c(=O)nc1-2	-13.5%	44.7µM*	11.5%	-3.5%	-17.3%	u	31.2	0.224µM*	-33.5%
CCc1cc2c(N3CCN(C)CC3)ncnc2s1	1.2%	-5.8%[57.1 µM]	3.4%	-3.7%	-3.7%	-2.9%[57.1 µM]	-5.7	-6.6%	-4.2%
NNC(=O)c1ccc(Cl)cc1	1.7%	-12.7%	4.2%	-2.4%	2.4%	-17.9%	-4.1	-6.0%	-1.1%
O=C(CCl)NCC1CCCO1 (stereo unspecified)	0.0%	6.9%[57.1 µM]	0.9%	-3.5%	-3.1%	14.7%[57.1 µM]	-3.1	-1.7%	-34.6%
N=C(N)c1ccc(CS(=O)(=O)F)cc1	x	11.4%[57.1 µM]	x	x	-3.2%	22.0%[57.1 µM]	x	x	6.5%[56.9 µM]
COC(=O)C1=C(c2cccc(OC)c2OC)C[C@@H]2CC[C@H]1N2C(=O)NCCO	4.1%	4.3%	18.2%	-0.4%	-2.4%	6.1%	3.8	-16.6%	6.9%
Fc1ccc(C(OCCN2CCCC2)c2ccc(F)cc2)cc1	3.9%	-3.1%	0.5%	-14.1%	-3.6%	1.6%	-0.7	4.0%	15.7%
C[C@H]1OC[C@@H](C[N+](C)(C)C)O1	-0.6%	8.2%	-8.0%	-2.6%	-2.5%	36.9%&-5.8%[activator]	-9.9	-21.2%	-24.0%
Cc1ccc(NC(=O)c2ccc(C)c(S(=O)(=O)N3CCCCC3)c2)nc1	3.5%	-8.0%	11.1%	-7.1%	-0.2%	4.5%	-5.2	-7.2%	-16.8%
C=CCC1(CC)C(=O)NC(=S)NC1=O	-1.0%	8.8%[57.1 µM]	-3.2%	9.5%	-1.3%	-7.8%[11.4 µM]	-3.0	2.5%	23.9%
COc1ccc(OCC(=O)N2CCN(CCc3ccncc3)CC2)cc1	2.3%	3.7%	-5.4%	9.9%	-4.4%	u	-5.1	-9.9%	8.9%
COc1ccc(CCNCc2cccn2C)cc1	-0.9%	9.2%	0.0%	-5.3%	2.7%	14.3%	1.5	-19.9%	-23.3%
CCCCCCC(N)CC(=O)O (stereo unspecified)	-0.4%	-1.3%	0.8%	-1.8%	-0.5%	2.3%	-5.1	0.5%	-27.7%
CC1([N+](=O)[O-])COP(=O)(NCc2cccnc2)OC1 (stereo unspecified)	0.5%	-2.8%	-1.7%	-18.1%	-2.6%	-20.3%	-4.2	-6.6%	1.1%
CCCCCn1c(=O)c(C(=O)Nc2ncccc2C)c(O)c2ccccc21	-7.8%	8.2%	-4.7%	-26.7%	-0.4%	16.3%	-1.0	-31.5%	-5.4%
CN(C)CCN=Cc1c(O)n(Cc2ccco2)c(=O)[nH]c1=O	0.0%	8.5%	6.1%	1.4%	-3.5%	24.9%	1.7	-19.0%	-14.6%
CC(=NCCO)c1c(O)n(C2CCCCC2)c(=O)[nH]c1=O	0.4%	-3.2%	1.8%	0.8%	-4.9%	-9.1%	-2.8	-8.4%	12.0%
Cc1cc(/C=C2\C(=O)NC(=O)N(c3ccc(Cl)cc3)C2=O)c(C)n1C	-0.5%	-5.5%	6.8%	-8.9%	0.0%	u	-1.0	-9.6%	u
CC(=O)C1CCC2(O)C3CCC4=CC(=O)CCC4(C)C3CCC12C (stereo unspecified)	-3.8%	5.2%[11.4 µM]	2.4%	5.4%	-6.1%	-32.8%[11.4 µM]	-4.2	-8.2%	5.8%
CCOC(=O)CC(SP1(=S)OCC2(CCCCC2)CO1)C(=O)OCC (stereo unspecified)	-0.2%	-5.2%	11.8%	4.4%	-3.5%	11.4%	-4.9	-9.3%	u
O=C1NC(=O)C(=CN2CCc3ccccc32)C(=O)N1	-6.0%	-6.0%	1.0%	-6.8%	-2.4%	-23.0%	22.2	-24.0%	-34.0%
O=C1c2ccccc2CCc2ccccc21	-3.3%	16.0%[57.1 µM]	6.6%	13.4%	-1.4%	18.3%[11.4 µM]	-8.8	-6.6%	u
CC1(C)Cc2c(sc3c2C(=O)NC(c2cccnc2)N3)CO1 (stereo unspecified)	-3.7%	35.7%	5.5%	-0.7%	-1.9%	-13.5%	-1.0	-3.5%	-23.4%
COC(=O)C1=C(c2ccc(F)cc2OCc2ccccc2)C[C@@H]2CC[C@H]1N2C(=O)NCc1ccc(C(F)(F)F)cc1	-4.7%	6.4%	-13.8%	2.7%	-2.5%	37.4%[activator]	7.4	-22.5%	1.0%
C=CCN(C1=NCCN1)c1c(Cl)cccc1Cl	x	1.3%[57.1 µM]	x	x	-3.3%&-6.7%&-1.9%	-3.8%[57.1 µM]	x	x	4.0%[56.9 µM]
O=C(COc1ccccc1)N1CCN(C2CCCC2)CC1	-2.9%	12.3%[57.1 µM]	2.1%	-7.2%	-1.5%	21.3%[57.1 µM]	-15.3	4.9%	-18.5%
Cc1cc2oc(=O)cc(-c3cc4ccccc4o3)c2cc1OC(=O)N(C)C	-6.7%	2.5%	-8.3%	-4.1%	-6.8%	27.8%	-2.5	-18.5%	-32.3%
CN(C)c1nc(OCc2ccccc2)c2ncc(=O)[nH]c2n1	-1.4%	39.0%[activator]	-8.2%	-0.1%	-2.4%	36.6%[activator]	-1.4	-7.6%	8.3%
CCn1c(O)c(C=NCCN2CCOCC2)c(=O)[nH]c1=S	-7.1%	-15.1%	11.7%	1.3%	-5.4%	11.7%[57.1 µM]	-1.4	-5.5%	-12.7%
CCN(CC)CC(=O)Nc1ccc(Cl)cc1C(=O)c1ccccc1	-0.1%	-7.1%	0.5%	-9.5%	-4.4%	-3.7%	5.3&0.0	-7.6%	10.0%
Cc1ccsc1CNCCc1ccccc1F	-5.0%	8.5%	1.9%	1.2%	-1.1%	21.4%	-3.9	-24.1%	14.5%
CC(CCc1ccccc1)NC(C)C(O)c1ccc(O)cc1 (stereo unspecified)	2.1%	2.5%[57.1 µM]	-5.3%	5.6%	-3.3%&-0.5%&-4.4%&-5.4%	u	-17.7	8.6%	u
CCOCCCNC(=O)CN1C2CCC1CC(O)(c1ccc(OC)cc1)C2 (stereo unspecified)	1.7%	3.0%	-6.0%	2.2%	-3.2%	17.9%	-0.5	-10.2%	4.0%
O=C1NC(=S)NC(=O)C12C(c1ccccc1)NC(=S)NC2c1ccccc1 (stereo unspecified)	-5.4%	1.1%	-1.4%	-5.8%	-1.8%	u	-3.5	u	-17.9%
COc1cccc(CNC(=O)CCC(=O)N2C[C@H]3C[C@H](C2)c2cccc(=O)n2C3)c1OC	2.5%	4.9%	-7.4%	-2.2%	-2.1%	14.6%	-3.0	u	-17.5%
C1CC2OC2CC1C1CO1 (stereo unspecified)	1.6%	5.6%	5.9%	12.5%	-3.9%	19.4%	-3.0	-21.5%	-8.8%
CC(=O)OCC1=C(C(=O)O)N2C(=O)[C@@H](NC(=O)CCC[C@@H](N)C(=O)O)[C@H]2SC1	x	-2.5%[57.1 µM]	x	x	-2.2%	-12.5%[57.1 µM]	x	x	-6.6%[56.9 µM]
Cc1c(C)c2ccc(OCC(=O)N3C[C@H]4C[C@@H](C3)c3cccc(=O)n3C4)c(C)c2oc1=O	1.6%	53.9%[activator]	-12.1%	2.9%	2.6%	-7.4%	-8.1	11.3%	1.3%

Source: PubChem (National Center for Advancing Translational Sciences (NCATS))
